HEK293 tox: cytotoxic in the GLP-1 receptor inverse agonist counter-screen; HEK293 cAMP-luciferase reporter cells, luminescence, 24 h; 0.13% of 410,000 active; Potency, µM (highest dose often 38.3 µM), inactives show top-dose activity change, negative = inhibition, actives largely listed as inhibitors; AID 624418;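 also: loss of luciferase light is scored as toxicity; potency is read from the fitted curve at half-maximal effect; % is scaled to controls: 0 for no effect and ±100 for the full control effect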
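Compound-treated cells are incubated 24 hr at 37 deg C under 5% CO2 after a 12 hour attachment period, then luciferase detection reagent is added and luminescence is measured following 12 min at room temperature; lowered signal indicates toxicity.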
IL2 activator: activates IL-2 in a cell-based reporter assay. IL-2 activation reporter assay, cell-based qHTS; stimulated with anti-CD3/CD4/CD28 beads; in transgenic mouse T cells. activation, % (series mostly up to about 46 µM). 0.065% of 360,000 active; in the data active = activation above about 50%; inconclusive = mostly about 30% to 49%; also: 0% is about no effect
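Readout: EGFP and DsRed signals by fluorescent plate cytometry. Unstimulated transgenic mouse T cells received compound 60 min before antibody-bead stimulation, then incubated 18 h at 37 degrees C.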
D3 antag: D3 dopamine receptor (human) antagonism; P35462; D3R cells, DiscoveRx beta-arrestin luminescence, antagonist mode; stronger effect = lower value; max response, negative = inhibition, %; 2.5% of 360,000 active; AID 652054; in the data active = max response below about -50%; inconclusive = no clear call, values can overlap the other calls; also: % is scaled to controls: 0 for no effect and ±100 for the full control effect; mostly tested at two doses, the higher about 12 µM
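Cells expressing the human receptor were seeded at 1500 cells/well, incubated overnight at 37 degrees C in 5% CO2, then exposed to library compounds with dopamine controls for 90 minutes at 37 degrees C before luminescent detection.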
D3 ag: agonists of human D3 dopamine receptor; 0.58% of 410,000 active; P35462; max activation, %; D3R DiscoveRx beta-arrestin cells, luminescence, 90 min; in the data active = max activation above about 30%; also: 0% is about no effect; mostly tested at two doses, the higher about 12 µM
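Cells at 1500/well, incubated overnight, then treated with pinned compounds (dopamine as control) for 90 min at 37 degrees C. DiscoveRx reagent added for 30 - 60 minutes at room temperature; luminescence read.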
WRN inhibitor: inhibitors of human WRN helicase. WRN helicase unwinding, fluorescent forked duplex, kinetic. Potency, µM (titrated, usually from 114 µM), inactives show top-dose activity change, negative = inhibition, hits mostly inhibitors. 0.46% of 360,000 active; also: potency is read from the fitted curve at half-maximal effect; % is scaled to controls: 0 for no effect and ±100 for the full control effect; nearly all actives have a fitted effect of over 55% in size
Target sequence (Q14191 whole entry, looked up): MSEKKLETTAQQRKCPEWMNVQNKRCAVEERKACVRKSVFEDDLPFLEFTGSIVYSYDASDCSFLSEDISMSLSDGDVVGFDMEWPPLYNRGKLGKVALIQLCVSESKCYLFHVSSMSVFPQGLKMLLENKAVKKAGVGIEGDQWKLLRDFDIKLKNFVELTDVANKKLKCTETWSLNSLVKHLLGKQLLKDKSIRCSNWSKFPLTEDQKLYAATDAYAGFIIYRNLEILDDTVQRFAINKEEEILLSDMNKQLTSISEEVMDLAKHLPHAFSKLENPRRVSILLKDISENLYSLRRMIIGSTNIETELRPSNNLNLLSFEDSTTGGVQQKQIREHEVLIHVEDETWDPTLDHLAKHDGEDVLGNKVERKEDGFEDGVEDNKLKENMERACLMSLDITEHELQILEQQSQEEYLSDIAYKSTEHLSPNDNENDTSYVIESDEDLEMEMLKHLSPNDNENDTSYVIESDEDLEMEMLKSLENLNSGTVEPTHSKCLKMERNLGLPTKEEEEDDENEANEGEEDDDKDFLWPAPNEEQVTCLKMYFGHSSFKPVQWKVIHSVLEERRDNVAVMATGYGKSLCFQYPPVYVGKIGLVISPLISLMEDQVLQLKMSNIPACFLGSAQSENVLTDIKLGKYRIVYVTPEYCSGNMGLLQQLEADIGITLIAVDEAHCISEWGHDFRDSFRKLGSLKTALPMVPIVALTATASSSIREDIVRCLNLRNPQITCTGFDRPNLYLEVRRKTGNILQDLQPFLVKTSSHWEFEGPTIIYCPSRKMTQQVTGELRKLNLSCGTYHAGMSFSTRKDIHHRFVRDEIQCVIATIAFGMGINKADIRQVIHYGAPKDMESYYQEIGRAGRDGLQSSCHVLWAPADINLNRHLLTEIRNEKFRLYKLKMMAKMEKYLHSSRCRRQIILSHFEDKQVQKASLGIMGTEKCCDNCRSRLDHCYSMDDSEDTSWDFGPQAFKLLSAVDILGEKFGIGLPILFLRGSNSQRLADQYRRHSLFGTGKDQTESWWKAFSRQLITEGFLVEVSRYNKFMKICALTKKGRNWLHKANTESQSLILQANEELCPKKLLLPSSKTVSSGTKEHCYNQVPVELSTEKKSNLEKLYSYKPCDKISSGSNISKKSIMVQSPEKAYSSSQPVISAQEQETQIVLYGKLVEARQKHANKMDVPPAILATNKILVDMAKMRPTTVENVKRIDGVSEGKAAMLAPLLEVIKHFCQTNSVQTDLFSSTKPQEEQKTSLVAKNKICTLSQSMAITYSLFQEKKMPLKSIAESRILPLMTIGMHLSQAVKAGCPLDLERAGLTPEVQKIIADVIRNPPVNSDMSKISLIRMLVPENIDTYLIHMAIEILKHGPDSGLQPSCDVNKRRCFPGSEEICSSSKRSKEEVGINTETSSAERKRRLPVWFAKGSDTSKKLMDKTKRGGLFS
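Enzyme (20 nM final) and test compound sit together 15 min at room temperature before substrate addition. Substrate is a single-forked duplex oligonucleotide (100 nM) labelled with fluorophore and quencher, with 2 mM ATP; helicase unwinding raises red fluorescence, read kinetically.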
PI5P4K alpha inh: blocks human PI5P4K alpha kinase activity; P48426; PI5P4Kalpha enzyme, ADP-Glo luminescence, 60 min; stronger effect = lower value; max response, %; 1.2% of 330,000 active; active = max response of -50% or lower; inconclusive = between -30% and -50%; inactive = -30% or higher; also: value at the top dose of about 77 µM; % is scaled to controls: 0 for no effect and ±100 for the full control effect
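Luminescence from ADP-Glo served as readout of PI5P4Kalpha activity in a qHTS format. Reaction: enzyme, substrate, compound, ATP at 5 microM final, 60 min at RT.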
GLP-1R agonist: activates the human GLP-1 receptor. P43220. HEK293 GLP-1R CRE-luciferase, luminescence, 4-6 h; cells express a hypersensitive GLP-1R form. Potency, µM (titrated, usually from 45.6 µM), for inactives: top-dose activation, usual class: activators. 0.007% of 380,000 active; also: potency is read from the fitted curve at half-maximal effect; % of control where 0% means no effect
GLP1R inv ag: GLP-1 receptor (human) inverse agonism | AID 624417 | Potency, µM (series often up to 38.3 µM), for the others: top-dose activity change, negative = inhibition, actives largely listed as inhibitors | P43220 | HEK293 GLP-1R CRE-luciferase, luminescence, 24 h; GLP-1R form is constitutively active | 1.6% of 410,000 active; also: potency is read from the fitted curve at half-maximal effect; % is scaled to controls: 0 for no effect and ±100 for the full control effect; nearly all actives have a fitted effect of over 55% in size
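Assay principle: reduced luminescence from a cAMP-responsive reporter in HEK293 cells co-expressing a constitutively active GLP-1R. Conditions: 24 hr compound incubation, 37 deg C, 5% CO2.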
PLK1 PBD inh: inhibitors of human PLK1 polo-box domain binding; P53350; Plk1 PBD binding of FITC phosphopeptide, fluorescence polarization; Potency, µM, for the others: max response, negative = inhibition, usual class: inhibitors; 2.8% of 360,000 active; AID 720504; also: potency is read from the fitted curve at half-maximal effect; series mostly up to about 57 µM; % is scaled to controls: 0 for no effect and ±100 for the full control effect; nearly all actives have a fitted effect of over 65% in size
Numbers without * were called inactive; ? = inconclusive; / = not tested or not shown; & = joins results of further samples; [ ] = dose if it differs, or a comment. Unless noted, calls follow the shape of the dose curve; as a rule, active = well fitted curve in the direction sought with a large enough effect; inconclusive = small, poorly fitted or top-dose-only effect, or another doubt; inactive = no such curve, though single readings can be large; an effect the other way counts as inactive or inconclusive.

SMILES	HEK293 tox	IL2 activator	D3 antag	D3 ag	WRN inhibitor	PI5P4K alpha inh	GLP-1R agonist	GLP1R inv ag	PLK1 PBD inh
CCOC(=O)N1CCc2c(sc3nc4n(c(=O)c23)N=C(c2ccc(OC)cc2)CS4)C1	1%	-3.0	45	15	-6%	-2	24%	13%	2%
CCn1cc(C(=O)NCCCN2CCC(C)CC2)c(=O)c2cc(S(=O)(=O)N3CCOCC3)ccc21	-5%	-0.3	1	2	3%	0	1%	9%	?
CCCc1ccc(-c2ccc(-c3noc(-c4ccncc4)n3)cc2)nc1	10%	0.0	16	17	-15%	12	-9%	11%	-4%
C=CCOC(=O)C1=C(C)N=C2SCCC(=O)N2C1/C=C/c1ccccc1 (stereo unspecified)	-4%	-0.7	-4	2	-2%	2	8%	4%	1%
NC(=O)C1CC(=O)N(c2ccc(OCC(=O)Nc3ccc(F)cc3)cc2)C1 (stereo unspecified)	-3%	-0.1	9	-2	2%	2	10%	11%	2%
O=C(COC(=O)Cc1ccccc1F)Nc1cc(S(=O)(=O)N2CCOCC2)ccc1N1CCCC1	18%	-0.2	1	-2	-25%	6	4%	20%	?
Cc1ccc2c(c1)Sc1ccccc1CC2=O	-1%	-0.6	-9	-8	1%	23	0%	?	-11%
Cc1ccc(S(=O)(=O)NCC(=O)NCC(=O)OCc2c(F)cccc2Cl)cc1	-2%	-5.4	-8	-12	8%	0	-9%	2%	-12%
Cc1cc(-c2nnc(CCC(=O)NC(C)c3ccccc3Cl)o2)no1 (stereo unspecified)	6%	0.2	0	-1	12%	7	2%	-3%	0%
COc1ccccc1OCC(=O)NCC(c1cccs1)N1CCOCC1 (stereo unspecified)	0%	-4.4	?	-9	-35%	6	-9%	12%	-5%
O=[N+]([O-])c1cccnc1Oc1ccc(C2SCCS2)cc1	2%	0.6	-7	-7	3%	0	-3%	?	4%
COc1ccc(OC)c(-c2cc(C(=O)N/N=C/c3ccc(F)cc3)c3ccccc3n2)c1	2%	-2.2	14	-13	-10%	10	18%	6%	-1%
COc1ccc(/C=C/C(=O)c2cc(F)ccc2OC(=O)c2ccc(OC)c(OC)c2)cc1OC	3%	-0.6	49	9	-1%	16	-2%	?	-4%
CC(=O)Nc1ccc(N(C(=O)CNC(=O)c2cccs2)C(C(=O)NC(C)(C)C)c2ccccc2)cc1 (stereo unspecified)	7%	-0.5	-17	5	1%	2	9%	21%	-13%
CNC(=O)COC(=O)c1cc2c(C)nn(-c3ccc(F)cc3)c2s1	2%	-1.1	-7	11	-4%	/	7%	22%	6%
CCOc1ccc(NC(=O)C2CCN(C(=O)C3CC(=O)N(c4ccc(C)cc4)C3)CC2)cc1 (stereo unspecified)	-13%	-0.1	7	-1	6%[57.1 µM]	-1	8%	0%	4%
CC(C)[C@H](NC(=O)OC(C)(C)C)c1cc(C(=O)NC2CC2)c(N)s1	8%	-0.2	-8	0	-8%	5	/	4%	-25%
Cc1sc2ncnc(N3CCC(C(=O)Nc4ccc(Cl)cc4Cl)CC3)c2c1C	20%	-4.3	-12	-10	-12%	10	0%	?	-6%
COc1ccc(/C=C2\SC(=S)N(CCCC(=O)Nc3ccccc3C(=O)O)C2=O)cc1OC	?	2.3	109	18	3%[11.6 µM]	-64*	-4%	59%[activator]	-11%
COc1ccc(Cc2c(O)nc(SCC(C)C)[nH]c2=O)cc1	2%	1.2	5	4	1%	-6	-2%	0%	-1%
Cc1ccc(CN(C(=O)c2csnn2)C(C(=O)NC2CCCC2)c2ccc(C)o2)cc1 (stereo unspecified)	3%	-1.8	8	0	1%	-3	5%	-39%	-5%
CC(=O)Nc1c([N+](=O)[O-])cc2c3c(cccc13)CC2	0%	0.1	16	9	-1%	3	15%	29%	3%
CCOC(=O)N1CCC(Nc2c(N3CCN(c4cccc(C(F)(F)F)c4)CC3)c(=O)c2=O)CC1	-9%	-1.4	23	15	2%	/	-11%	0%	-2%
CCS(=O)(=O)N1Cc2ccccc2CC1C(=O)NCc1cccc(OC)c1 (stereo unspecified)	1%	-1.0	9	1	-19%	5	-5%	-26%	-2%
Cc1nnc(SCCC(=O)Nc2ccc(F)cc2)s1	-2%	-1.7	-23	0	-2%	-2	-4%	13%	0%
O=c1[nH][nH]c2c1[C@H](c1ccc(Cl)cc1)O[C@H](CCc1ccccc1)C2	-2%	0.6	-23	16	0%	1	5%	10µM*	-17%
Cc1c(C#N)sc2nc(-c3ccccc3)nc(N3CCCC3)c12	13%	1.7	-14	4	-3%	7	-13%	1%	1%
CC(OC(=O)c1ccncc1)C(=O)Nc1ccc([N+](=O)[O-])cc1Cl (stereo unspecified)	-14%	-0.3	20	2	-12%	1	11%	16%	-7%
COc1cccc2c1OC1(C)CC2NC(=O)N1c1cccc(C(=O)N2CCN(c3ccccc3)CC2)c1 (stereo unspecified)	-1%	-3.6	0	6	-3%	3	-1%	9%	-2%
Cc1cc(C)c(C)c(S(=O)(=O)NC(C(=O)O)C(C)C)c1C (stereo unspecified)	-21%	-1.1	25	-1	-3%	5	6%	-8%	-2%
CC1CCN(S(=O)(=O)c2ccc(Br)s2)CC1	15%	-1.7	-20	-13	-9%	/	8%	0%	-7%
Cc1cc(C)cc(N=Cc2[nH]c3ccc(Br)c(Cl)c3c2O)c1	-25%	54*	?	-4	-31%	-29	4%	-16%	4%
COc1ccccc1NC(=O)CN(Cc1ccco1)C(=O)c1ccc(-n2nc(C)cc2C)cc1	10%	-2.2	7	-17	-6%	/	4%	-6%	-3%
CC(=O)c1c(C)[nH]c(C(=O)OCc2nnc(-c3ccc([N+](=O)[O-])cc3)o2)c1C	0%	-4.9	5	12	-6%[11.6 µM]	-59*	13%	14%	-8%
CCC(CC)NC(=O)/C=C/c1cccc([N+](=O)[O-])c1	1%	-0.3	-23	-9	-16%	-10	-6%	35%[activator]	?
O=C(O)c1cccc(Nc2ccc3nonc3c2[N+](=O)[O-])c1	-21%	-0.1	?	-5	-3%	0	-1%	6%	-11%

Taken from the listing for reference:
SMILES	HEK293 tox	IL2 activator	D3 antag	D3 ag	WRN inhibitor	PI5P4K alpha inh	GLP-1R agonist	GLP1R inv ag	PLK1 PBD inh
CC(=O)c1c(C)[nH]c(C(=O)OCc2nnc(-c3ccc([N+](=O)[O-])cc3)o2)c1C	0%	-4.9	5	12	-6%[11.6 µM]	-59*	13%	14%	-8%
CCC(CC)NC(=O)/C=C/c1cccc([N+](=O)[O-])c1	1%	-0.3	-23	-9	-16%	-10	-6%	35%[activator]	?
O=C(O)c1cccc(Nc2ccc3nonc3c2[N+](=O)[O-])c1	-21%	-0.1	?	-5	-3%	0	-1%	6%	-11%

Other entries follow:
SMILES	HEK293 tox	IL2 activator	D3 antag	D3 ag	WRN inhibitor	PI5P4K alpha inh	GLP-1R agonist	GLP1R inv ag	PLK1 PBD inh
CC1CCCN(S(=O)(=O)c2cccc(C(=O)NCCCN3CCCC3=O)c2)C1 (stereo unspecified)	-6%	-0.4	-4	1	3%	1	3%	3%	-13%
C[C@]12C=CC(=O)C=C1CC[C@@H]1[C@@H]2[C@@H](O)C[C@@]2(C)[C@H]1CC[C@]2(O)C(=O)COC(=O)CCC(=O)O	-2%	-0.6	13	3&-6	5%	-3	0%	-31%	-3%
Brc1ccc(-c2nnc3n2-c2ccccc2CC3)cc1	-1%	-0.5	8	-2	-3%	/	32%	36%[activator]	3%
CCN(CC)C(=O)Cn1cc(C(=O)C(=O)N(C)C2CCN(C)CC2)c2ccccc21	0%	-1.5	0	1	-21%	3	0%	4%	-12%
COc1ccccc1C(=O)NCC(=O)OCC(=O)Nc1nnc(-c2ccccc2)o1	3%	0.4	4	5	-7%	-1	-3%	1%	-11%
O=C(N/N=C\c1cccc(Cl)c1)c1n[nH]c2c1CCCC2	-23%	-0.1	-22	-15	13%	1	16%	?	-20%
Cc1nc2ccccc2nc1N1CCC(C)CC1	-15%	-1.1	49	4	-8%	3	10%	-6%	-1%
N#CC(c1ccccn1)c1ncc(C(F)(F)F)cc1Cl (stereo unspecified)	-11%	-0.7	5	-2	-6%	2	1%	11%	-10%
CN(C)C(=O)COc1ccc2ccc(=O)oc2c1	12%	-2.2	9	-2	-4%	1	-1%	0%	-3%
Cc1ccc(CNC(=O)C2CC3Cn4c(nc5cc(Cl)c(Cl)cc54)C3N2C)o1 (stereo unspecified)	0%	1.0	3	8	8%	-21	-3%	5%	-5%
COC(=O)c1ccc(NC(=O)CCS(=O)(=O)c2ccc(Br)cc2)cc1	4%&7%	-2.1	-3	-8&-10	-23%	-2	2%	-19%&-6%	-4%
CC(C)NC(=O)c1ccc(N(Cc2ccc(Cl)cc2)S(C)(=O)=O)cc1	-2%	0.2	15	2	8%	-5	12%	?	-5%
Cn1c2ccccc2c(=O)c2c(=O)n(-c3ccc(F)cc3)c(-c3cccs3)nc21	1%	-0.5	-12	1	3%	5	11%	16%	-23%
CS(=O)(=O)NNC(=O)Cn1nnc(-c2cc(C(F)(F)F)cc(C(F)(F)F)c2)n1	-3%	-0.3	-2	3	2%	8	12%	-14%	-9%
c1ccc(CNn2nnc3ccccc32)cc1	4%	0.4	-17	-9	7%	4	1%	5%	-2%
CCOC(=O)c1cc2nc(Nc3ccc(OC)cc3)sc2s1	-15%	0.4	-2	-4	-7%	13	3%	-17%	-2%
Cc1ccc(-c2cc(C(F)(F)F)nn2-c2ccc(S(N)(=O)=O)cc2)cc1	-6%	1.9	25	10&5	-6%	6	13%&0%	?	-7%
Cc1cccc2cc(C#N)c(N3CCOCC3)nc12	20%	-3.0	35	0	3%	-1	-2%	22%	2%
CN(CCc1ccccn1)Cc1ccc(Cl)cc1	7%	0.4	?	-62	6%	/	-6%	-1%	-4%
O=C(NCCCN1CCOCC1)C(=O)NCC1OCCN1S(=O)(=O)c1cc(F)ccc1F (stereo unspecified)	-5%	1.0	-5	-17	-31%	5	-1%	10%	1%
Cc1c(NC(=O)CN2c3ccccc3CC2C)c(=O)n(-c2ccccc2)n1C (stereo unspecified)	-2%	-1.2	4	1	-6%	0	0%	-2%	2%

Compound activity: PubChem, National Center for Advancing Translational Sciences (NCATS)
